# Source: PubChem BioAssay (several laboratories)
# EBV gp42 block: blocks Epstein-Barr virus glycoprotein 42 binding; actives 0.42% (n = 220,000); Q1HVG2; inhibition, % (tested at 21.74 µM); Fluorescence polarization binding assay, mP read-out; in the data active = inhibition above about 50%
# Target sequence (Q1HVG2 whole entry, looked up): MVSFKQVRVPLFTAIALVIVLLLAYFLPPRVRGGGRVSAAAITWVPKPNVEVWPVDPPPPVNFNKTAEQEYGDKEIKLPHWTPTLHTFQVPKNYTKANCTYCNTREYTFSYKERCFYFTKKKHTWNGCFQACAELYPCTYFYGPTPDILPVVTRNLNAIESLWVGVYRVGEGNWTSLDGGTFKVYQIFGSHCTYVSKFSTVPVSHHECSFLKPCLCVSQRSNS
# zfTRPN1 agonist: activates the zebrafish TRPN1 channel | HEK293 zebrafish TRPN1-YFP, Fluo-8 calcium fluorescence; 100% = response to 87 µM carbachol | activation, % at 3 µM | actives 0.18% (n = 220,000) | AID 1424;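 active = activation above its plate's cutoff, the mean activation of test wells on that plate plus 3 SD, cut at about 19% in these data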;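 note: 0% = DMSO alone and 100% = 87 µM carbachol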
#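 Material – zebrafish TRPN1-YFP in HEK293 cells · Doses – 3 µM single point · Schedule – dye 1 h 37 °C plus 30 min RT · Signal – Fluo-8 calcium fluorescence, excitation 470-495 nm, emission 515-575 nm · Read-out – % activation versus carbachol response · Control set – carbachol high, DMSO low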
# TNF necrop inh: TNF-alpha cell death inhibition in Jurkat FADD-/- cells; Jurkat FADD-/- TNF necroptosis rescue, ATP luminescence, 24 h; 0 = TNF only, 100 = no-TNF cells; activation (protection from cell death), % at 10 µM; actives 0.068% (n = 220,000); AID 463075;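 active = activation, meaning protection from cell death, of at least 50% relative to plate controls; inactive = activation below 50%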;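 note: necroptosis triggered by 40 ng/mL TNF-alpha added together with compound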
# TRPML3 agonist: human mucolipin-3 channel agonism. Q8TDD5. HEK293 TRPML3-YFP, Fluo-8 calcium fluorescence; 100% = the carbachol control signal. activation, % at 3 µM. actives 0.29% (n = 220,000). AID 1448;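 active = activation above its plate's cutoff, the mean activation of the plate's test wells plus 3 SD, cut at about 12% in these data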;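 note: 0% = DMSO only wells and 100% = carbachol wells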
# Target sequence (Q8TDD5 whole entry, looked up): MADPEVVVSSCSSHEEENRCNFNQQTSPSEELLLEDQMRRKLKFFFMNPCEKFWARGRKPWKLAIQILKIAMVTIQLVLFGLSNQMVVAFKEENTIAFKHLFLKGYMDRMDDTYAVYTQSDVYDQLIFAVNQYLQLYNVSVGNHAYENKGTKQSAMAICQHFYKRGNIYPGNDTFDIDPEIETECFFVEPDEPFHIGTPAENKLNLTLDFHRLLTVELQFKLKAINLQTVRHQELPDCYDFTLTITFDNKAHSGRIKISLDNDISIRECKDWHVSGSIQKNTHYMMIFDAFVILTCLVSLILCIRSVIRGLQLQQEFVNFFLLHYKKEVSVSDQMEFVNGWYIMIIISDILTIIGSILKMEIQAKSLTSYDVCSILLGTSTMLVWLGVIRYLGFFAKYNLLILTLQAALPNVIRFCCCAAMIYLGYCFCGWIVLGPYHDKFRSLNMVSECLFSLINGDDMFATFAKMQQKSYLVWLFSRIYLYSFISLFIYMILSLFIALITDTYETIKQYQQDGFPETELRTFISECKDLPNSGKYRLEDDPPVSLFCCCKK
#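 Test system – HEK293 line with stable expression of human TRPML3-YFP channel · Control set – carbachol 87 µM final as high control (100%), DMSO as low control (0%) · Signal – Fluo-8 calcium dye fluorescence, ex 470-495, em 515-575 nm · Incubation – 1-h 37 °C dye load, 5-s basal, 120-s post-compound reads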
# MDM2 E3 inh: blocks human Mdm2 ubiquitin ligase activity; Q00987; cell-based MDM2 ubiquitination luciferase reporter, 2 h; 0 = plate control, 100 = twice control, blank-subtracted; signal enhancement, % at 5 µM; actives 0.11% (n = 210,000);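 active = signal enhancement of 30% or more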;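 note: luminescence tracks abundance of the self-degrading MDM2-luciferase fusion protein; higher signal means inhibition of MDM2 E3 ligase activity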
#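 Assay system: stable mammalian line carrying autodegrading MDM2–luciferase fusion reporter; amount: 2000 cells seeded into each well; buffer or medium: DMEM; benchmarks: plate control and blank wells; signal: luciferase luminescence; timing: 2 h compound exposure at 37 °C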
# p47phox inh: blocks human p47phox regulatory protein of NADPH oxidases | P14598 | p47phox/p22phox peptide binding, fluorescence polarization, 2 h | inhibition, % at 24.7 µM | actives 0.53% (n = 220,000) | AID 1274;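 active = inhibition above about 30%, limit read from the data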;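 note: 0% = p47phox with labelled peptide and 100% = labelled peptide alone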
# PPC-1+TRAIL kill: kills PPC-1 cancer cells in the presence of TRAIL; cell killing (% activity), % at 4 µM; actives 0.41% (n = 220,000); PPC-1 cells + TRAIL, ATPLite viability luminescence; AID 1443;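 active = cell killing above 50% in the first pass at 4 µM, then a duplicate retest at 5 µM averaging 50% or more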;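 note: plate controls were cells with TRAIL plus DMSO for no effect and medium-only wells lacking cells for full effect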
# Runt-SMMHC FRET: inhibitors of human RUNX1 Runt domain binding to CBFb-SMMHC. Q01196+Q13951. Cerulean-Runt/Venus-CBFb-SMMHC FRET ratio 530/480, 1 h. inhibition, % at 20 µM. actives 0.74% (n = 220,000);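 active = mean inhibition across duplicate retests at 20 µM reaching about 50%, limit read from the data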;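 note: 0% = DMSO wells and 100% = wells with excess untagged CBFb-SMMHC; inhibitors lower the FRET ratio by blocking Runt binding to CBFb-SMMHC; some results filed as inactive read as strong as hits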
# CHOP inh: blocks CHOP induction under ER stress. CHO-K1 CHOP-promoter luciferase, tunicamycin-induced, 15-18 h. actives 3.8% (n = 220,000). inhibition, % at 10 µM. AID 2732;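 active = compounds that reduced the stress-induced luciferase reporter signal by more than about 70% of percent inhibition, limit read from the data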;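 note: 0% = tunicamycin plus vehicle and 100% = wells without tunicamycin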
# The depositor's hits bear a star; / = not tested or not shown; & = joins results of further samples; [ ] = dose if it differs, or a comment.
SMILES,EBV gp42 block,zfTRPN1 agonist,TNF necrop inh,TRPML3 agonist,MDM2 E3 inh,p47phox inh,PPC-1+TRAIL kill,Runt-SMMHC FRET,CHOP inh
CCNC(=O)C1CC(=O)OC12CCCCC2 (centres undefined),-10,0.5,-1.5,0.2,-15,-10,22,-4,-15
CCC(C)(C)NC(=O)CCCSc1nc2ccccc2[nH]1,-12,0.9,3.2,0.3,/,-16,15,2,-6
O=C(CN1C(=O)C2C3CC(C(Br)C3Br)C2C1=O)OCC(=O)c1cccc([N+](=O)[O-])c1 (centres undefined),-6,0.2,-1.4,1.2,-7,-8,2,-2,3
COc1ccc(OC)c(S(=O)(=O)N(C)CC(=O)N2CCN(c3ccc(F)cc3)CC2)c1,-5,-0.4,-0.2,-0.6,-21,-11,19,-5,9
O=c1[nH]ncn1-c1ccc(Br)cc1,3,-0.6,0.4,0.9,-23,2,16,2,5
Cc1ccc(-n2cc(S(=O)(=O)c3ccc(C)cc3)[nH]c2=O)cc1,10,-2.1,1.2,-0.2,-3,-7,-12,4,12
CCOc1ccccc1NC(=O)C(CC(C)C)NC(=O)C1CCC(C)CC1 (centres undefined),-7,-1.8,-1.4,-0.4,-13,-20,8,-4,59
NC(=O)C1CCCN(S(=O)(=O)c2ccc(Br)cc2)C1 (centres undefined),-14,0.9,-1.2,0.5,10,-12,11,-7,-10
Cc1cc(=S)c2ccccc2[nH]1,-18,0.4,2.5,-1.0,-8,-3,-1,6,17
CCCn1nc(C(=O)Nc2ccc(S(=O)(=O)Nc3ncccn3)cc2)c2ccccc2c1=O,-15,1.4,0.8,0.5,/,-24,-5,0,22
Cc1ccc(CN2CCN(Cc3cn(C(C)C)c4ccccc34)CC2CCO)o1 (centres undefined),-16,0.0,2.2,0.0,1,10,16,-6,3
CCCCN(C(=O)CSc1nnc(Nc2ccc(C)c(C)c2)s1)c1c(N)n(Cc2ccccc2)c(=O)[nH]c1=O,-18,-1.4,-6.2,0.3,-13,-80,33[5 µM],0,45
O=C1CCCC(=O)C1C1c2ccccc2CCN1C(=O)CCl (centres undefined),-19,-0.2,1.2,0.0,10,-7,-15,-1,0
COc1cc(OC)cc(C(=O)Nc2cccc(NC(C)=O)c2)c1,1,0.9,-0.8,0.1,-1,6,5,-5,41
CC(=O)SC(C)CC(=O)NCc1ccccc1 (centres undefined),-8,1.1,2.3,0.7,-26,0,-13,-2,9
Cc1cc(C)c(O)c(-c2cc(C(=O)NCCc3ccc(S(N)(=O)=O)cc3)[nH]n2)c1,6,-0.5,-2.5,-0.1,-7,2,11,-2,12
Cc1nn(C(=O)c2nn(C)cc2Cl)c(C)c1Br,-21,1.0,1.4,0.4,-7,-7,22,7,-14
O=C(CN1C(=O)NC2(CCCC2)C1=O)N1CCc2ccccc2C1,0,0.6,0.4,1.2,-7,4,13,-1,-7
Cc1ccccc1N1C(=O)CC(Nc2ccc3c(c2)OCO3)C1=O (centres undefined),5,0.1,-1.0,-0.2,-11,0,-13,6,14
COc1cc(NC(=O)C/C(C)=N/NC(=O)C(=O)NC2CCCCC2)c(OC)cc1Cl,-11,-1.0,0.9,-0.4,-28,-3,0,5,4
Cc1ccc(-n2nc3cc(C)c(N)cc3n2)cc1,-6,-0.6,-4.3,0.6,-54,3,2,-8,28
CCOC(=O)N1CCN(C(=O)c2cc3c(=O)n(C)c4ccccc4c3n2C)CC1,3,0.8,2.9,0.0,-6,-3,-16,-3,33
COc1cc(CN2CCN(Cc3ccc(C)cc3)C(CCO)C2)ccc1O (centres undefined),-13,1.9,0.2,0.4,-7,-5,2,0,18
CCCC(=O)n1nc(-c2cccnc2)nc1N,4,0.4,-0.9,0.7,9,1,11,-8,7
O=C(NC1=NCCS1)C12CC3CC(CC(C3)C1)C2,-4,1.0,0.6,1.8,2,-2,-5,2,0

# More records
SMILES,EBV gp42 block,zfTRPN1 agonist,TNF necrop inh,TRPML3 agonist,MDM2 E3 inh,p47phox inh,PPC-1+TRAIL kill,Runt-SMMHC FRET,CHOP inh
C=CCn1c(=O)c(C(=O)OCC)c(O)c2ccccc21,-4,-1.2,0.1,-0.5,-59,-1,-2,3,-8
CN(Cc1ccccc1)C(=O)CN(C1CCCCC1)S(C)(=O)=O,-5,0.4,-2.2,0.1,-10,-6,8,5,-5
O=C1CCCC(O)=C1N=Nc1ccc(C(=O)O)cc1,4,1.5,-0.8,0.9,-4,32*,7,-6,25
O=c1c2c(nc3nc(NCc4cccc(Cl)c4)[nH]n13)CCC2,-14,1.7,-0.3,0.8,-4,-6,20,-1,-2
O=C(CSc1ccccc1C(=O)O)NC1CCCCCC1,-7,1.4,0.8,1.2,-10,-12,-24,-2,-5
NNc1ccc(Cl)c(C(=O)O)c1,-18,-1.3,1.4,1.6,15,2,6,0,-4
N#C/C(=C\c1ccc(OCc2cccc(C(=O)O)c2)cc1)C(=O)NCc1ccco1,-6,2.1,4.4,-0.8,-22,-21,-2,-2,-21
CCOC(=O)C(C)Sc1ccc2nnc(CCNS(=O)(=O)c3ccc(C)cc3)n2n1 (centres undefined),-7,-1.8,-0.9,0.3,/,/,11,2,-15
O=S(=O)(NC(=S)NC1CCCCC1)c1cccs1,-13,-0.7,0.2,0.2,4,-5,13,-1,4
C[N+](C)(C)CCN1C(=O)CSC1=O,-22,-0.5,1.7,0.0,/,1,4,-2,0
CN1CCN(C(=O)C2CC(c3c(F)cccc3Cl)=NO2)CC1 (centres undefined),-18,1.8,-1.1,0.4,4,-13,5,1,56
COc1ccc(CCNS(=O)(=O)c2ccccc2)cc1OC,-30,1.1,-1.7,0.7,-27,-3,12,2,-9
COc1ccccc1C(=O)NCC(=O)NNc1ncnc(N)c1[N+](=O)[O-],-17,1.6,0.0,0.7,-9,-15,-1,-2,6
Cc1cc(-c2ccccc2)n2nc(C)c(-c3ccccc3)c2n1,-20,-0.4,-1.7,0.1,5,0,12,-6,49
Cc1ccc2nc(NC(=S)NC(=O)c3cccs3)sc2c1,-9,0.8,0.7,0.7,-9,-13,27,3,8
NCCCS(=O)(=O)O,-14,1.1,2.4,1.1,/,-6,7,-1,-8&1
CN(C)C(=O)C[n+]1ccc(C(N)=O)cc1,-3,-0.4,-0.6,0.6,-23,-2,12,-1,10
CC(Oc1ccc(Cl)cc1)C(=O)NCCN1C(=O)S/C(=C\c2cccnc2)C1=O (centres undefined),-16,8.9,-7.5,5.3,-2,-7,-7,1,17
O=c1c2c3c(sc2ncn1-n1cccc1)CCCCC3,4,-1.1,0.3,-0.8,3,-18,-6,2,19
COc1ccc(NC(=O)CCSc2nnnn2C)cc1,-11,0.2,-0.3,0.6,6,-2,16,2,-28
NC(=O)C1=C[C@H](c2coc3ccccc3c2=O)C[C@H](OCc2ccc(CO)cc2)O1,-6,1.5,-0.2,0.5,/,-15,0,-1,21
CC(=O)Nc1ccc(NC(=O)C2CCN(c3c(Cc4ccccc4)c(C)nc4ncnn34)CC2)cc1,-22,-0.5,2.8,1.6,-2,-8,/,/,0
Cc1nnc(NC2=NCCCCC2)o1,-3,0.4,1.1,0.4,-15,-2,19,-1,0
CCS(=O)(=O)n1nc(-c2ccc(OC)cc2)nc1N,-12,0.4,3.5,0.7,-4,-3,-6,-2,4
COC(=O)c1sc2nc(N)c(C#N)cc2c1N,-2,0.0,0.6,0.5,-1,-156,8,-1,20

# Three compounds out of the list above, ordered by the number in p47phox inh, rising:
SMILES	EBV gp42 block	TRPML3 agonist	p47phox inh	Runt-SMMHC FRET	CHOP inh
NC(=O)C1=C[C@H](c2coc3ccccc3c2=O)C[C@H](OCc2ccc(CO)cc2)O1	-6	0.5	-15	-1	21
NCCCS(=O)(=O)O	-14	1.1	-6	-1	-8&1
NNc1ccc(Cl)c(C(=O)O)c1	-18	1.6	2	0	-4

# (next part)
SMILES,EBV gp42 block,zfTRPN1 agonist,TNF necrop inh,TRPML3 agonist,MDM2 E3 inh,p47phox inh,PPC-1+TRAIL kill,Runt-SMMHC FRET,CHOP inh
Cc1nnc(SCC(=O)N2c3ccccc3C(C)(c3ccccc3)CC2(C)C)s1 (centres undefined),29,-3.4,0.4,-0.3,0,-4,-10,-3,41
CC(=O)N1c2ccccc2C(CBr)=CC1(C)C,-14,-0.7,-27,-0.4,-1,-3,-4,1,-28
CN(C)c1ccc(/C=C/C(=O)c2ccc(O)cc2)cc1[N+](=O)[O-],-3,-4.6,-9.4,-2.0,2,-5,11,-2,-136
O=c1cc(-c2ccccc2Cl)oc2c(NS(=O)(=O)c3ccccc3OC(F)(F)F)ccc(O)c12,-22,/,0.7,/,7,-27,1,0,60
Cc1ccc(-c2n[nH]c(=S)n2Cc2ccccc2)cc1,-18,-2.2,-1.0,-0.6,-16,-5,25,10,20
COCCNC(=O)Cn1c(=O)n(CCC(=O)NCCc2ccccc2)c(=O)c2ccccc21,-10,0.6,1.0,0.4,-10,-3,24,-6,-13
C/C=C/C(=O)Nc1cccc(C2=NOC3(C2)C[C@@H](C(N)=O)N(C(=O)c2cc([N+](=O)[O-])cc([N+](=O)[O-])c2C)C3)c1 (some centres undefined),-2,/,1.8,/,-4,4,13,2,-2
CC(C(=O)Nc1ccccc1F)N1C(=O)c2ccccc2C1=O (centres undefined),4,-0.3,0.0,0.5,-10,-5,-8,2,7
O=C1Nc2ccccc2C1Cc1ccccc1 (centres undefined),-2,-1.7,3.0,0.0,6,3,-1,-8,-12
CCOC(=O)NC(=O)/C(N=Nc1cc(C)cc(C)c1)=C(\C)O,-8,-0.9,-0.7,-0.2,-22,5,8,-6,23
CCOC(=O)c1c(C)nc2c(c1-c1cc(OC)ccc1OC)C(=O)CC(C)(C)C2,-17,-1.6,0.4,0.3,-16,-1,2,3,0
CC(C)OC(=O)c1c(NC(=O)c2ccco2)sc2c1CCCCC2,6,-0.4,0.1,1.1,1,-24,16,-1,31

# Entries above that contain bromine, in the order listed:
SMILES,EBV gp42 block,zfTRPN1 agonist,TNF necrop inh,TRPML3 agonist,MDM2 E3 inh,p47phox inh,PPC-1+TRAIL kill,Runt-SMMHC FRET,CHOP inh
O=C(CN1C(=O)C2C3CC(C(Br)C3Br)C2C1=O)OCC(=O)c1cccc([N+](=O)[O-])c1 (centres undefined),-6,0.2,-1.4,1.2,-7,-8,2,-2,3
O=c1[nH]ncn1-c1ccc(Br)cc1,3,-0.6,0.4,0.9,-23,2,16,2,5
NC(=O)C1CCCN(S(=O)(=O)c2ccc(Br)cc2)C1 (centres undefined),-14,0.9,-1.2,0.5,10,-12,11,-7,-10
Cc1nn(C(=O)c2nn(C)cc2Cl)c(C)c1Br,-21,1.0,1.4,0.4,-7,-7,22,7,-14
CC(=O)N1c2ccccc2C(CBr)=CC1(C)C,-14,-0.7,-27,-0.4,-1,-3,-4,1,-28

# An unsorted share of the library; overall some 5.9% were active at least once.
